Shiga toxin inh: A qHTS for Small Molecule Inhibitors of Shiga Toxin | Vero cells, Shiga toxin protein synthesis inhibition reporter | inhibition, % at 38.7 µM | actives 9.2% (n = 290,000); in the data active = inhibition mostly above about 28%, no sharp cut-off; inactive = mostly below about 43%; note: 0% is about no effect
Cycloheximide cs: Cycloheximide Counterscreen for Small Molecule Inhibitors of Shiga Toxin; actives 12% (n = 300,000); max response, %; cell reporter, cycloheximide protein synthesis inhibition counterscreen; in the data active = max response mostly above about 13%, no sharp cut-off; inactive = mostly below about 14%; note: read at 38.3 µM for the half of the compounds with a filed dose; 0% is about no effect
Pf growth 96h: Primary qHTS for delayed death inhibitors of the malarial parasite plastid, 96 hour incubation; P. falciparum luciferase reporter growth, 96 h; AID 504834, 2011; actives 6.9% (n = 320,000); Potency, µM (titrated, usually from 28.7 µM), without a hit: top-dose activity change, negative = inhibition, usual class: inhibitors; note: potency is the fitted concentration of half-maximal effect; % is set by controls: 0 for no effect and ±100 for the full control effect
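Two parasite generations (96 h, 37 C, 5% CO2) of compound exposure in infected erythrocytes (0.05% parasitemia, 2% hematocrit). Luciferase-reporter P. falciparum; decreased luminescence indicates inhibited growth, aimed at apicoplast-acting delayed death.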
Pf growth 48h: Primary qHTS for delayed death inhibitors of the malarial parasite plastid, 48 hour incubation | P. falciparum luciferase growth in erythrocytes, 48 h | Potency, µM (doses to about 28.7 µM), for inactives: at the top dose activity change, negative = inhibition, hits mostly inhibitors | actives 5.9% (n = 310,000); note: potency is the fitted concentration of half-maximal effect; % is set by controls: 0 for no effect and ±100 for the full control effect
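Firefly luciferase activity from engineered P. falciparum reports growth; inhibitors lower the luminescent signal. Cultures contained 2% hematocrit erythrocytes at 0.1% final parasitemia.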
AmpC no deterg: qHTS Inhibitors of AmpC Beta-Lactamase (assay without detergent). AmpC nitrocefin hydrolysis, absorbance 480 nm, 0.0001% Triton. AID 485341, 2010. P00811. Potency, µM (top dose mostly 57.1 µM), without a hit: at the highest dose activity change, negative = inhibition, most hits filed as inhibitors. actives 0.52% (n = 330,000);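 note: potency is the fitted concentration of half-maximal effect; plate controls were no compound for no effect and no enzyme for full effect; nearly all actives have a fitted effect of over 20% in size; some results filed as inactive show a strong effect at the top dose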
Target sequence (P00811 whole entry, looked up): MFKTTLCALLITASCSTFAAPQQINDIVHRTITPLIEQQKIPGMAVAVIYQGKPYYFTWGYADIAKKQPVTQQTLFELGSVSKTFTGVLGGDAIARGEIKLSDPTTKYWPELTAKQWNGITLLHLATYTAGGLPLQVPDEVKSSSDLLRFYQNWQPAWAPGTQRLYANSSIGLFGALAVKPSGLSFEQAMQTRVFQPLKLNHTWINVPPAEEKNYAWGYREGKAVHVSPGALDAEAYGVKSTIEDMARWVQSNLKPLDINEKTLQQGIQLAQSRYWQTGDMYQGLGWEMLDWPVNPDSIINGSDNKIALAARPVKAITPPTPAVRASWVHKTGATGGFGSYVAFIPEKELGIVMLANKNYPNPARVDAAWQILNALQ
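AmpC (5.3 nM in the dispensed reagent) in 20 mM phosphate pH 7.0 with 0.01% (detergent screen) or 0.0001% Triton X-100 was preincubated with compounds for 15 min at room temperature. Nitrocefin was then added from an 800 uM solution, and hydrolysis was followed at 480 nm.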
LmPK inhibitor: qHTS Assay for Inhibitors of Leishmania Mexicana Pyruvate Kinase (LmPK); Q27686; purified LmPK, Kinase-Glo ATP luminescence, 1 h; AID 1721, 2009; actives 0.37% (n = 290,000); Potency, µM (series often up to 57.5 µM), for inactives: at the highest dose activity change, negative = inhibition, actives largely listed as inhibitors; note: potency is the fitted concentration of half-maximal effect; % is set by controls: 0 for no effect and ±100 for the full control effect
Target sequence (Q27686 whole entry, looked up): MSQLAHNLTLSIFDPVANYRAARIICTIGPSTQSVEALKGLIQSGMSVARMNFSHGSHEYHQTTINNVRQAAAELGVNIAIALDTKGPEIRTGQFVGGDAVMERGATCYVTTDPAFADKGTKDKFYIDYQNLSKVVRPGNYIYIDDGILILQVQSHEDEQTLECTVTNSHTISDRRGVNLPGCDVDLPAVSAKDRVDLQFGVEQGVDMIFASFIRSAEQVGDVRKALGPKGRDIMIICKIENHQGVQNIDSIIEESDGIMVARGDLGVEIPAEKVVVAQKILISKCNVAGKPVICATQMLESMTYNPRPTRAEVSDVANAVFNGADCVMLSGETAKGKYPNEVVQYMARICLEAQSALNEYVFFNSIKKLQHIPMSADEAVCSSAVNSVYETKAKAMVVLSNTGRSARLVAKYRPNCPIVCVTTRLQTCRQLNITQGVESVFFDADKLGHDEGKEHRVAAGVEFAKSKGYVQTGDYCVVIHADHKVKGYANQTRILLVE
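In 50 mM imidazole pH 7.2 with 7 mM MgCl2, LmPK (0.1 nM) turned over PEP (0.5 mM) and ADP (0.1 mM) for 1 h at room temperature. Luciferase read-out of ATP.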
Tb PYK inh: qHTS of Trypanosoma Brucei Inhibitors; Potency, µM (doses to about 76.8 µM), for inactives: at the top dose activity, negative = inhibition, most hits filed as inhibitors; actives 0.12% (n = 410,000); pyruvate kinase (Trypanosoma brucei), Q57TT1; TbPYK enzyme, Kinase-Glo Plus ATP luminescence, 45 min; note: potency is the fitted concentration of half-maximal effect; % is set by controls: 0 for no effect and ±100 for the full control effect; nearly all actives have a fitted effect of over 50% in size
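Activity of T. brucei pyruvate kinase was followed by Kinase-Glo Plus luminescence after the enzyme reacted 45 min at room temperature with 130 uM ADP (final) and substrate. Test compounds were added before ADP at multiple concentrations.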
Numbers without * were called inactive; ? = inconclusive; · = no result given; [ ] = remark or other dose. Unless noted, calls come from the whole dose curve; as a rule, active = well fitted curve in the direction sought with a large enough effect; inconclusive = small, poorly fitted or top-dose-only effect, or another doubt; inactive = no such curve, though single readings can be large; an effect the other way counts as inactive or inconclusive.

mol,Shiga toxin inh,Cycloheximide cs,Pf growth 96h,Pf growth 48h,AmpC no deterg,LmPK inhibitor,Tb PYK inh
Cc1cc(Cl)ccc1OCC(=O)NNC(=O)c1ccco1,35.2*,35.0*,11.0%,20.8%,-4.9%,-7.9%,4.3%
COCCn1nnnc1C(c1ccccc1)N1CCN(c2ccccc2)CC1 (stereo not drawn),-10.7,-2.5,?,-26.7%,11.6%,0.0%,-9.9%
CCCN(C(=O)c1cccc(-n2cccc2)c1)c1c(N)n(Cc2ccccc2)c(=O)[nH]c1=O,·,·,1.2%,?,-15.7%,·,0.4%
Cc1ccc(N=Cc2cc(Cl)cc(Cl)c2O)nc1,0.9,-4.0,?,?,-23.7%,-1.0%,-9.6%
Cc1nn(CC(=O)NCCCN2CCCC2)c(=O)c2nn(-c3ccccc3)c(C)c12,-1.4,-5.8,?,24.3%,55.4%,5.4%,-2.5%
CC(C)(C)c1nn2cnnc2n(/N=C/c2cccc3ccccc23)c1=O,-14.9,-2.9,?,10.8%,33.3%,3.2%,-8.2%
CC(C)(/C=N/NC(=O)CSCc1ccc(Cl)cc1)CCC#N,10.0,20.9,11.6%,-8.0%,1.7%,-1.1%,3.7%
COc1ccc(C(=O)Nc2ccc3oc(-c4cccc(Cl)c4)cc(=O)c3c2O)cc1,2.2,6.3,?,?,-20.2%,8.4%,-3.2%
Cc1c(CCOC(=O)CC23CC4CC(CC(C4)C2)C3)sc[n+]1CC(=O)c1ccc(Br)cc1,-18.3,2.5,?,?,·,6.6%,2.6%
Cn1c(=O)n(C)c2cc(C(=O)Nc3ccc4c(c3)OCO4)ccc21,33.6*,21.7*,7.0%,21.6%,-8.1%,4.2%,-1.3%
COc1ccccc1C(CNC(=O)c1cccc(S(=O)(=O)Nc2ccc(C)cc2)c1)N1CCCC1 (stereo not drawn),·,·,14.7µM*,13.1µM*,24.2%,·,-3.5%
CCNC(=S)N1CCN(CC)CC1,-9.4,-1.5,21.9%,-2.3%,-5.8%,-5.3%,-14.7%

Of the compounds above, these contain a Cl atom:
mol,Shiga toxin inh,Cycloheximide cs,Pf growth 96h,Pf growth 48h,AmpC no deterg,LmPK inhibitor,Tb PYK inh
Cc1cc(Cl)ccc1OCC(=O)NNC(=O)c1ccco1,35.2*,35.0*,11.0%,20.8%,-4.9%,-7.9%,4.3%
Cc1ccc(N=Cc2cc(Cl)cc(Cl)c2O)nc1,0.9,-4.0,?,?,-23.7%,-1.0%,-9.6%
CC(C)(/C=N/NC(=O)CSCc1ccc(Cl)cc1)CCC#N,10.0,20.9,11.6%,-8.0%,1.7%,-1.1%,3.7%
COc1ccc(C(=O)Nc2ccc3oc(-c4cccc(Cl)c4)cc(=O)c3c2O)cc1,2.2,6.3,?,?,-20.2%,8.4%,-3.2%

Further structures.
mol,Shiga toxin inh,Cycloheximide cs,Pf growth 96h,Pf growth 48h,AmpC no deterg,LmPK inhibitor,Tb PYK inh
Cc1ccc(C(=O)N/N=C/c2cn(Cc3ccccc3)c3ccccc23)cn1,30.8,20.4*,42.4%[activator],4.0%,65.2%[activator],8.5%,0.6%
Nc1ccc(C#Cc2ccccc2)cc1,64.1*,40.7*,229.1%[activator],127.3%[activator],-6.6%,5.0%,1.2%
N=c1sccn1CC(=O)N1CCc2ccccc21,-10.3,-3.3,-19.3%,·,-17.4%,7.1%,3.3%
CC(=O)Nc1nc(N(C)C)nc(N(C)C)n1,58.5,26.5*,-8.4%,16.7%,6.1%,2.3%,-8.9%
COc1cc(C(=S)N2CCOCC2)cc(Br)c1OS(=O)(=O)c1ccccc1,10.8,7.1,?,25.1%,19.7%,-3.0%,-2.8%
Fc1ccc(C2CC(c3cccs3)=NN2C(=S)Nc2ccccc2)cc1 (stereo not drawn),-6.2,1.0,?,?,-42.3%,3.8%,-4.5%
Fc1ccc(N2CCN(C(c3cccs3)c3nnnn3CCc3ccccc3)CC2)cc1 (stereo not drawn),9.1,-2.0,18.1%,13.1µM*,-0.5%,5.9%,2.9%
CCC1(c2ccccc2)C(=O)N(C)C(=O)N(C)C1=O,23.7,-3.4,0.9%,3.5%,·,-4.1%,-1.5%
O=C(c1ccccn1)c1ncc(C(F)(F)F)cc1Cl,-14.4,-3.4,65.2%[activator],22.5%,-3.7%,4.6%,-4.1%
COc1cc(CC(=O)Nc2ncc(C)s2)cc(OC)c1OC,-15.3,-2.2,-8.7%,-11.7%,-28.0%,2.9%,0.2%
CCOC(=O)CSCC(=O)N1N=C(c2cccs2)CC1c1ccc(F)cc1 (stereo not drawn),-7.2,-2.6,?,14.8%,-10.7%,1.2%,-6.6%
Clc1ccc(OCc2nn3c(C4CCCCC4)nnc3s2)c(Cl)c1,-1.7,-1.3,27.9%,43.0%[activator],-11.3%,1.1%,5.5%
O=C1CSC2=NCN(c3ccccc3)CN12,-5.9,1.5,13.7%,18.1%,-10.9%,2.9%,0.1%
Cc1ccc(S(=O)(=O)N2CCC(C(=O)NC3CCCCC3C)CC2)cc1 (stereo not drawn),7.4,-4.4,34.0%[activator],6.1%,-3.1%,-2.0%,12.0%
Cc1occc1C(=O)N/N=C/c1ccc(-c2ccccc2)cc1,75.4*,37.0*,74.3%[activator],17.3%,-31.1%,-14.4%,?
CCn1c(CSc2ncccn2)nnc1SCC(=O)N1CCc2ccccc21,-2.6,-1.8,4.65µM*,?,53.1%,0.6%,-8.4%
Clc1nnc(N/N=C/c2ccccc2)c2ccccc12,65.2,47.0*,8.7%,·,0.1%,-21.8%,-6.7%
CCCc1cc(C(=O)OC)c2ccccc2n1,11.2,-1.5,-2.9%,0.9%,-7.9%,-4.4%,0.9%
O=C(O)CCNC(=O)c1ccc(NC(=O)Cc2ccc(Cl)cc2)cc1,7.4,-6.8,?,-8.0%,-8.8%,6.1%,0.4%
Cc1ccc(-c2cc(NC(=O)c3ccccc3[N+](=O)[O-])n[nH]2)cc1,68.0*,13.2*,?,0.0%,-26.3%,0.0%,-3.0%
O=C(NCCN1CCOCC1)c1ccc(Cl)c(S(=O)(=O)N2CCCCC2)c1,5.9,-1.0,?,-4.0%,4.1%,3.6%,0.1%
COc1ccc(NC(=O)c2ccc(NCCN3C(=O)CCC3=O)c([N+](=O)[O-])c2)cc1,3.1,-0.8,?,-18.6%,-41.1%[2.29 µM],1.4%,0.4%
Cn1c(Cn2c(=O)sc3ccccc32)nnc1SCc1ccccc1,-8.5,-2.0,10.3%,-10.5%,-14.9%,0.7%,-4.2%
O=c1[nH]ncc(N2CCN(Cc3ccccc3)CC2)c1Cl,1.4,-2.4,?,?,0.9%,0.6%,2.6%
Cc1ccsc1-c1nc(CN(C)C(C2CC2)C2CC2)c(C)o1,-5.8,-2.9,?,?,1.2%,2.8%,-0.5%
COc1cc(-c2nnc(Cn3cc(C(F)(F)F)ccc3=O)o2)cc(OC)c1OC,-3.9,-3.4,·,?,-2.8%,4.8%,-1.7%
O=C(O)C1C2C=CC3(CN(CC(O)COc4ccccc4)C(=O)C13)O2 (stereo not drawn),4.9,-2.5,10.5%,-3.4%,-20.0%,-1.8%,0.1%
Cc1ccc(Cl)cc1NC(=O)c1ccc(CSc2nnnn2C)cc1,-20.1,1.0,·,1.4%,-24.2%,-1.6%,8.3%
Cc1cccc(C(=O)N[C@H](C(=O)Nc2cccc(S(=O)(=O)N3CCCC3)c2)C(C)C)c1,-1.8,-3.7,?,?,-4.2%,5.8%,-4.6%
O=C(Nc1ccc2c(c1)CCC2)c1cc(S(=O)(=O)Nc2ccc(F)cc2)c(Cl)cc1Cl,29.1,19.1*,?,-13.4%,-38.2%,1.5%,0.2%
CN(C(=O)c1cccnc1)c1nnc(-c2cccnc2)s1,16.1,7.0,?,5.3%,-17.4%,-1.8%,-2.2%
COc1ccc(CN2C(=O)c3ccccc3C2C(=O)NC2CCC(C)CC2)c(OC)c1 (stereo not drawn),-1.8,9.1,-26.8%,-4.6%,26.7%,1.6%,-0.2%
Cn1c(SCC(=O)N2CCN(c3ccccc3)CC2)nnc1-c1cc2ccccc2o1,3.9,-2.5,?,-12.3%,-8.8%,-1.8%,0.2%
CCN1CCN(CCCNC(=O)c2ccc3c(c2)N(Cc2ccccc2)CCS3)CC1,-6.5,-1.7,?,?,109.3%[activator],10.1%,6.5%
O=C(Cc1ccc(-n2c(=O)[nH]c3ccccc3c2=O)cc1)N1CCN(c2ccccc2)CC1,-7.5,-0.7,36.8%[activator],11.7µM*,23.6%,-0.8%,4.4%
O=C(Nc1ccc(N2CCOCC2)cc1)NC1CCCCC1,67.4*,17.9*,31.6%[activator],?,-12.0%,-5.2%,-0.7%
CNc1ccc(Br)cc1C(O)c1ccccc1 (stereo not drawn),-18.2,6.6,?,?,-17.3%,5.2%,3.4%
O=c1cc(N2CCCC2)c(-c2ccccc2)n[nH]1,-11.6,-1.9,?,23.2%,-6.7%,1.4%,-1.7%
CC/C(CC(c1ccccc1)c1c(O)c2ccccc2oc1=O)=N\NC(N)=S (stereo not drawn),23.6,0.7,?,-15.5%,-23.1%,1.2%,0.1%
COc1cc(/C=C2/C(=N)N3C(=NC2=O)SN=C3S(=O)(=O)C(C)C)ccc1OC(=O)c1ccco1,12.0,-2.2,?,-1.1%,-25.0%,-1.4%,-1.0%
COc1ccccc1COC(=O)c1ccc(S(=O)(=O)N2CCOCC2)cc1,·,·,-28.8%,?,74.6%[activator],·,0.0%
COCCn1c(-c2ccccc2)csc1=Nc1cccnc1,-5.7,8.6,?,?,38.5%,-6.5%,-21.2%
CS(=O)(=O)Cc1ccc(C(=O)NCC2(N3CCCCC3)CCCCC2)cc1,-2.3,-2.9,0.2%,15.7%,-4.6%,-2.0%,-1.8%
O=C(/C=C/NNC(=O)c1ccccc1)c1ccccc1,19.7,27.5*,5.2%,·,-36.7%,5.0%,-3.7%
Cn1nnnc1CCOCCc1nnnn1C,19.1,-2.8,·,11.9%,-10.7%,1.0%,-1.2%
O=C(c1csc2c1CCCC2)N1CCN(c2cccc(C(F)(F)F)c2)CC1,17.0,1.3,·,?,0.4%,-1.2%,3.7%
CCCCn1c(=N)n(CC(=O)c2ccco2)c2ccccc21,-13.7,-3.0,80.0%[activator],1.8%,-12.1%,0.4%,0.0%
CCC(=O)N1c2ccc(S(=O)(=O)CCC(=O)Nc3nccs3)cc2CC1C (stereo not drawn),-4.2,-1.6,?,-10.7%,-11.5%,-2.1%,-5.4%
Cc1ccc(NC(=O)CSc2nc3c(cc2C#N)C(=O)CCC3)cc1S(=O)(=O)N(C)C,-4.4,10.2,?,?,-18.0%,4.3%,-4.9%

Bioassay records (PubChem)
